phage Ecoli inh: growth loss of phage-infected E. coli, primary screen, RecBCD inhibitor project, absorbance, with phage, HTS; inhibition, % at 11.9 µM; AID 651602, 2012; actives 0.26% (n = 360,000); in the data active = inhibition above about 11%
* = called active by the depositor. Only part of the results is shown, so the mix of outcomes need not match the whole.

SMILES	phage Ecoli inh
CCCCNc1c(-c2ccc(SC(C)CC)cc2)nc2ccc(Cl)cn12 (stereo unspecified)	0.6
CCOC(=O)C1(C)CCN1C(=O)/C=C/c1ccccc1 (stereo unspecified)	2.5
Cc1ccc(S(=O)(=O)N2CC3=C(C2)C2CC2(C)C3)cc1 (stereo unspecified)	6.0
CCCCNC(=O)C1(C)CCCCN1Cc1ccc2ccccc2c1 (stereo unspecified)	2.3
Cc1ccc(-c2cc(NC(=O)Cc3c[nH]c4ccccc34)ccc2N(C)c2cccnc2)cc1	2.2
CCNC(=O)C1(C)CCN(C(=O)c2ccc(C(F)(F)F)cc2)C1 (stereo unspecified)	3.9
COc1cccc(Cn2cnc(-c3ccccc3OC)c2C2CC2)c1	1.4
CCOC(=O)N(C)c1c(CC)nc2c(OCc3ccc(S(C)(=O)=O)cc3)cccn12	2.5
O=C(Nc1nnc([C@H]2C[C@H](O)[C@@H](CO)O2)s1)c1cccc(Oc2ccccc2)c1	1.9
O=C(NCC(O)c1nc2ccccc2[nH]1)c1cc2ccccc2[nH]1 (stereo unspecified)	4.6
Cc1c(C(=O)NCc2ccc3c(c2)OCO3)sc(=O)n1Cc1ccc(-c2ccccc2)cc1	1.7
CC(=O)c1ccc(OCc2nnn(CC(=O)NS(=O)(=O)c3ccc(C)cc3)c2-c2ccccc2)cc1	-1.0
Nc1[nH]c(C(=O)c2ccccc2)c(-c2ccc(C(F)(F)F)cc2)c1C(=O)NCc1ccc(Cl)cc1Cl	2.4
O=C(NCc1cccnc1)c1cc(C2CCCCN2C(=O)c2ccc3ccccc3c2)on1 (stereo unspecified)	1.2
CC1(C(=O)NCCCN2CCCC2=O)CCN1CCc1ccccc1 (stereo unspecified)	2.5
Nc1ncnc2c1ncn2[C@@H]1O[C@H](C(=O)NCC(F)(F)F)[C@@H](O)[C@H]1O	3.2
Cc1ccc(-c2nc3ccc(C)cn3c2Cc2cccc(Cl)c2)cc1	1.2
O=C(NC1CCCCC1)C(CCc1ccccc1)N1CCOCC1 (stereo unspecified)	3.2
COc1ccc(-c2oc3c(c2-c2cnc(OC)nc2)C(O)CC3)cc1 (stereo unspecified)	3.7
CCOC(=O)CN1C(=O)[C@]2(OCCC=C[C@H]2C)c2c(Br)cccc21	3.3
COc1ccc(Cc2c(-c3cccc(Cl)c3)nc3ccc(Cl)cn23)c(C)c1	3.6
O=C1NCCN1CCNc1nc(NCc2ccccc2)nc2ccsc12	-0.9
CCNC(=O)C1(C)CCCN(C(=O)Cc2ccc(OC)c(OC)c2)C1 (stereo unspecified)	2.3
O=C(NCC1CC1)c1cccc2c(-c3ccc(F)c(F)c3)coc12	3.8
CN1OC[C@@H]2CN(C(=O)C(C)(C)C)[C@H](c3ccc(-n4ccnc4)cc3)C[C@@H]21	0.9
The listing continues:
SMILES	phage Ecoli inh
CCNC(=O)C1(C)CCN(C(=O)c2cc(F)ccc2C)C1 (stereo unspecified)	1.5
CC(=O)N1CCN(Cc2cc(=O)oc3ccccc23)CC1	0.1
OC[C@@H]1CN(Cc2cccs2)C[C@H](n2cnc3c(NC4CCCC4)ncnc32)O1	1.8
CC(=O)Oc1ccc(Cn2c(C)c(C(=O)NCc3cccc(C(F)(F)F)c3)sc2=O)cc1	1.5
O=C(NCc1cccnc1)c1cc(C2CCCCN2S(=O)(=O)c2cccc3cccnc23)on1 (stereo unspecified)	1.0
Cc1ccc(S(=O)(=O)N2[C@@H](CO)CO[C@H]2CC(=O)c2cccc3ccccc23)cc1	0.9
NC(=O)c1ccc(NCCc2ccco2)cc1	5.6
COCCCn1cc(CN(C)C2CN(Cc3cn(CCCOC)nn3)S(=O)(=O)C2)nn1 (stereo unspecified)	1.3
Cc1ccc(NC(=O)C2(C)CCCN(C(C)C)C2)cc1C (stereo unspecified)	0.5
O=C(NCc1ccc(F)cc1)c1cc(C2CCCN(S(=O)(=O)c3ccccc3)C2)on1 (stereo unspecified)	3.0
CC(C)(C)n1nnnc1C(c1ccccc1OC(F)(F)F)N1CCN(C/C=C/c2ccccc2)CC1 (stereo unspecified)	4.9
C(=C\c1ccccc1)/CN1CCN(C(CCc2ccccc2)c2nnnn2C2CCCC2)CC1 (stereo unspecified)	6.6
COCc1cc(N2CCN(C(=O)OC(C)(C)C)C[C@H]2C)ccc1N1CCN(Cc2ccccc2)[C@H](C)C1	6.7
CCOC(=O)C1(C)CCCN(C(=O)c2c(F)ccc(C)c2F)C1 (stereo unspecified)	0.4
COc1cccc(C(O)c2ncc(-c3cccc(C(F)(F)F)c3)[nH]2)c1 (stereo unspecified)	1.1
CCCc1nc2c3ccccc3ccn2c1Cc1cccc(F)c1	0.2
CC1(C(=O)Nc2cccc(NS(C)(=O)=O)c2)Cc2c(-c3ccc(C(N)=O)cc3)ccnc2O1 (stereo unspecified)	1.6
CC(c1ccc(Cl)cc1)N(CCN(C)C)c1ccccn1 (stereo unspecified)	0.1
CN(C(=O)CN1CCN(c2cc(-c3ccc(OCc4ccccc4)cc3)ncn2)CC1)c1ccccc1	3.0
CC(C)(C)c1ccc(S(=O)(=O)N2CCN(C(=O)C(=O)c3cccc(C(F)(F)F)c3)CC2)cc1	1.8
CCCCCCCCN1C(=O)[C@H](CC(=O)N2CCC(c3ccccc3)CC2)C[C@@]2(C(=O)OC)CCCCC=C12	2.3
CCc1nc2ccc(C(=O)N3CCCCC3)cn2c1N(CCC(C)C)CCN(C)C	2.2
COC(=O)c1cc(C)nc(Nc2nc(C(N)Cc3ccc(Cl)cc3)cs2)n1 (stereo unspecified)	-3.9
CC(O)(c1ccc(F)c(F)c1)c1nc(-c2csc3ccccc23)cs1 (stereo unspecified)	0.6
O=C(NCc1cccc(C(F)(F)F)c1)c1csc([C@@H]2O[C@H](CO)[C@H](O)[C@H](O)[C@H]2O)n1	0.2
Additional results follow:
SMILES	phage Ecoli inh
COC(=O)Cc1nnn2c1[C@H](C)[C@H](c1ccccc1Br)OCC2	-1.0
CCCCC(=O)N(C)c1c(CC)nc2c(OCC(=O)C(C)(C)C)cccn12	2.6
CCc1nc2ccc(C(=O)Nc3cccc(OCC(=O)N(C)C)c3)cn2c1N(C)C(=O)c1ccncc1	2.0
COc1cc(CCN=Cc2cc(Cl)cc(Cl)c2O)c([N+](=O)[O-])cc1OC	2.6
CC(=O)N1Cc2cc(C(=O)NCc3cccc(F)c3)nc(-c3cccc(C4=CCCCC4)c3)c2[C@H]1CCO	1.7
CCC(=O)N1Cc2cc(C(=O)NCc3cccc(F)c3)nc(-c3cccc(C4=CCCC4)c3)c2[C@H]1CCO	2.0
CCN(CC)C(=O)c1csc(COCCO)n1	0.8
O=S1(=O)CC(N2CCCCC2)CN1C1CCCCC1 (stereo unspecified)	1.6
CCC(C(=O)Nc1c(C)cccc1C)n1c(-c2cnc(C)cn2)nc2ccccc21 (stereo unspecified)	2.2
O=C1C(=Cc2cccc(Cl)c2)CCc2ccccc21	1.9
COc1ccc(-c2ccccc2C2Cc3nnccc3CN2)cc1 (stereo unspecified)	3.3
COc1ccc(C2=CN(Cc3ccccc3)C(c3ccc(OC)cc3)CC2=O)cc1 (stereo unspecified)	3.6
Nc1[nH]c(C(=O)c2ccccc2)c(-c2ccc(Cl)cc2)c1C(=O)c1c[nH]c2ccc(Br)cc12	1.7
OC[C@@H]1CN(Cc2ccncc2)C[C@H](n2cnc3c(N4CCOCC4)ncnc32)O1	5.5
COc1ccc(-c2c(C(=O)c3ccc(Br)cc3)[nH]c(N)c2C(=O)c2ccccc2)cc1OC	1.5
CCCC(=O)N1CCC1(C)C(=O)Nc1ccc(C)cc1 (stereo unspecified)	2.0
O=C(OCCO)c1c(-c2ccccc2)oc2c1C(OCCO)CCC2 (stereo unspecified)	0.5
CCCCCc1c(-c2cccc(OC)c2)ncn1CCc1ccccc1OC	0.1
COc1cccc(Nc2nc(C(N)CCc3ccccc3)cs2)n1 (stereo unspecified)	1.9
COC(=O)[C@]12C[C@H](CC(=O)N3CCCC3)C(=O)N(Cc3ccccc3)C1=C[C@H](C(C)(C)C)O[C@@H]2C	2.7
Cc1cncc(N2CCN(c3ccccn3)CC2)n1	1.9
COc1cc(C)ccc1S(=O)(=O)NC(=O)C1(C)CCN1C(=O)c1ccc(C2CCCCC2)cc1 (stereo unspecified)	1.1
COc1ccc(CCNC(=O)Nc2nc(C(N)CCc3ccccc3)cs2)cc1OC (stereo unspecified)	-3.4
Fc1cccc(Cc2c(-c3ccco3)nc3ccc(Br)cn23)c1	1.6
CCC(c1nnnn1-c1c(C)cccc1C)N1CCCN(Cc2ccc(F)cc2)CC1 (stereo unspecified)	1.1
The list continues.
SMILES	phage Ecoli inh
COC(=O)C1=CN(c2c(C)cc(C)cc2C)C(N)=C(C#N)C1c1cccc(F)c1 (stereo unspecified)	2.3
COC(=O)C1=C(C)N(Cc2ccccc2C(F)(F)F)C(=NCC2CC2)NC1c1cccc(Cl)c1 (stereo unspecified)	0.6
Cc1cccc(NC(=O)c2ncn3c2C(=O)N[C@H](C)C3)c1	3.2
CCc1nc2c(OCCC3CCCCC3)cccn2c1N(C=O)Cc1ccccc1	2.2
CCNC(=O)C1CCCN(C(=O)c2cccc3ccccc23)CC1 (stereo unspecified)	3.4
O=C(NCCN1CCC(n2c(=O)[nH]c3ccccc32)CC1)c1ccncc1	2.0
COCCNC(=O)C1(C)CCN(C(=O)c2sc(-c3ccccc3)nc2C)C1 (stereo unspecified)	2.3
COc1ccc(Cl)cc1-c1cc(C(=O)NCc2cccc(C(F)(F)F)c2)[nH]n1	-0.2
O=C(NCc1ccccc1)[C@@H]1CCCN1C(=O)[C@H]1CCCN1C(=O)c1ccc(F)cc1F	3.2
O=C(C(=O)N1CCN(c2ccccc2)CC1)c1ccc2c(c1)OCO2	1.9
COc1cccc(CNC(=O)c2cc3c(c(-c4cccc(-c5cccc(C#N)c5)c4)n2)[C@H](CCO)N(S(=O)C(C)(C)C)C3)c1 (stereo partly specified)	1.3
O=C(c1ccco1)N1CCN(C2CN(Cc3ccc(F)cc3)S(=O)(=O)C2)CC1 (stereo unspecified)	5.2
Cc1ccc2nc(-c3cccc(Br)c3)c(Cc3ccccn3)n2c1	3.6
COCCN(CCOC)Cc1cc(=O)oc2cc(OC)c(Cl)cc12	0.5
O=C(c1[nH]c(C(F)(F)F)nc1-c1ccccc1)N1CCCN(Cc2ccc(F)cc2)CC1	1.8
O=C(NCc1cccc(C(F)(F)F)c1)c1csc([C@@H]2C[C@H](O)[C@@H](CO)O2)n1	2.1
CC1(C(=O)NS(=O)(=O)c2ccc(C#N)cc2)CCN1C(=O)C1(c2ccc(Cl)cc2)CCC1 (stereo unspecified)	1.4
COC(=O)[C@@]1(Cc2ccc(OC)cc2)[C@H]2c3cc(C(=O)N4CCCC4)n(Cc4ccc(S(C)(=O)=O)cc4)c3C[C@H]2CN1C(=O)c1ccccc1	0.7
CCC(C(=O)NC1CCCC1)n1c(-c2ccnc3ccccc23)nc2ccccc21 (stereo unspecified)	2.6
CC1(Cc2ccc(Cl)s2)C(=O)Nc2c(Cl)ccc(Cl)c21 (stereo unspecified)	3.0
C#CCNC(=O)C[C@@H]1C[C@@]2(C(=O)OC)CCCCC=C2N(Cc2ccc(Cl)cc2Cl)C1=O	1.7
CCN1CCN(C(C(=O)NC2CCCCC2)c2cc3ccccc3o2)CC1 (stereo unspecified)	0.7
COC(=O)[C@]12C[C@H](CC(=O)NCc3ccccc3)C(=O)N(Cc3ccc4c(c3)OCO4)C1=C[C@H](COCc1ccccc1)O[C@@H]2C	-4.0
COc1ccc(CC(N)c2csc(NC(=O)NCCc3ccc(OC)c(OC)c3)n2)cc1 (stereo unspecified)	1.3
COc1cccc(C(=O)N2CCC[C@H]2C(=O)N2CCC[C@H]2C(=O)NCc2ccc(F)cc2F)c1	1.1

In a second layout: entries from further up
CCNC(=O)C1CCCN(C(=O)c2cccc3ccccc23)CC1 (stereo unspecified)
  phage Ecoli inh: 3.4
O=C(NCCN1CCC(n2c(=O)[nH]c3ccccc32)CC1)c1ccncc1
  phage Ecoli inh: 2.0
COCCNC(=O)C1(C)CCN(C(=O)c2sc(-c3ccccc3)nc2C)C1 (stereo unspecified)
  phage Ecoli inh: 2.3
COc1ccc(Cl)cc1-c1cc(C(=O)NCc2cccc(C(F)(F)F)c2)[nH]n1
  phage Ecoli inh: -0.2

The list continues:
SMILES	phage Ecoli inh
Cc1cccc(C)c1N1CCN(C(c2ccnc3ccccc23)c2nnnn2-c2ccc3c(c2)OCCO3)CC1 (stereo unspecified)	-1.1
COC(=O)[C@]12CCCCC=C1N(CCc1ccc(OC)c(OC)c1)C(=O)[C@H](CC(=O)NCc1ccccc1)C2	1.9
CCc1ccc(C(O)c2ncc(-c3ccccc3C(F)(F)F)[nH]2)cc1 (stereo unspecified)	4.4
COCCNC(=O)C1(C)CCN(Cc2csc(-c3ccc(Cl)cc3)n2)C1 (stereo unspecified)	4.2
CC(O)(c1cccc(F)c1)c1nc(-c2ccc(Cl)cc2)cs1 (stereo unspecified)	5.4
Cc1nc(NC(=O)c2ccccc2)sc1-c1cc(C(=O)NCCO)nn1Cc1ccccc1	0.4
NC(c1csc(Nc2cc(NCc3ccco3)ncn2)n1)c1ccccc1Cl (stereo unspecified)	-1.9

Compounds shown so far with a tert-butyl group (seven):
SMILES	phage Ecoli inh
CN1OC[C@@H]2CN(C(=O)C(C)(C)C)[C@H](c3ccc(-n4ccnc4)cc3)C[C@@H]21	0.9
CC(C)(C)n1nnnc1C(c1ccccc1OC(F)(F)F)N1CCN(C/C=C/c2ccccc2)CC1 (stereo unspecified)	4.9
COCc1cc(N2CCN(C(=O)OC(C)(C)C)C[C@H]2C)ccc1N1CCN(Cc2ccccc2)[C@H](C)C1	6.7
CC(C)(C)c1ccc(S(=O)(=O)N2CCN(C(=O)C(=O)c3cccc(C(F)(F)F)c3)CC2)cc1	1.8
CCCCC(=O)N(C)c1c(CC)nc2c(OCC(=O)C(C)(C)C)cccn12	2.6
COC(=O)[C@]12C[C@H](CC(=O)N3CCCC3)C(=O)N(Cc3ccccc3)C1=C[C@H](C(C)(C)C)O[C@@H]2C	2.7
COc1cccc(CNC(=O)c2cc3c(c(-c4cccc(-c5cccc(C#N)c5)c4)n2)[C@H](CCO)N(S(=O)C(C)(C)C)C3)c1 (stereo partly specified)	1.3
